Screening data: PubChem, NCI
All columns: NCI-60 one-dose screen, growth in % after 48 h at 10 µM unless noted; 100 = growth as untreated, 0 = no growth, -100 = all killed.
MDA-MB-468: MDA-MB-468 breast cancer; 78,000 tested, 8.5% active; AID 2202374
LOX IMVI: LOX IMVI melanoma. AID 1794757. 79,000 tested, 7.4% active
BT-549: BT-549 breast cancer. 78,000 tested, 4.4% active. AID 1794793
MCF7: MCF7 breast cancer. 82,000 tested, 6.3% active
MDA-MB-231: MDA-MB-231 breast cancer; 81,000 tested, 5% active
T-47D: T-47D breast cancer | 79,000 tested, 5% active | AID 1794792
HS 578T: HS 578T breast cancer | 78,000 tested, 4.1% active | AID 1794788
MALME-3M: MALME-3M melanoma. AID 1794766. 78,000 tested, 5.8% active
Active calls of the source: *; x = not tested or not shown; & = joins results of further samples; ! = repeats disagree; [ ] = remark or other dose. The calls were made as follows: active = growth percent below 10; inactive = the rest.

SMILES | MDA-MB-468 | LOX IMVI | BT-549 | MCF7 | MDA-MB-231 | T-47D | HS 578T | MALME-3M
Cc1[nH]c(=O)[nH]c(=O)c1Br | 107.1 | 104.4 | 108.5 | 95.6 | 99.3 | 107.7 | 104.0 | 118.6
O=C(/C(Br)=C/c1ccncc1)c1ccc([N+](=O)[O-])cc1 | 118.1 | 107.4 | 98.3 | 89.2 | 103.7 | 98.1 | 118.4 | 97.4
CCOC(=O)c1c(C)nc2c(c1N)/C(=C/c1ccccc1[N+](=O)[O-])C(=O)N2Cc1ccc(OC)cc1 | 57.0 | 59.3 | 76.6 | 51.5 | 71.7 | 53.5 | 81.2 | 100.6
CC(=O)c1c2c(c3ccc4c5ccccc5ccc4n13)C(=O)c1ccccc1C2=O | 84.2 | 64.5 | 112.5 | 58.0 | 77.3 | 92.5 | 82.2 | -49.5*
O=C1N=C(Oc2ccccc2)SC1=O | 95.1 | 102.0 | 70.5 | 95.9 | 109.2 | 93.4 | 120.7 | 76.4
CCOC(=O)/C=C1\S/C(=N\Nc2cc(=O)[nH]c3ccc(C)cc23)N(c2ccccc2)C1=O | 106.8 | 96.8 | 96.6 | 96.1 | 109.2 | 90.1 | 101.6 | 104.4
O=C(N1CCNCC1)N(c1ccccc1)c1ccccc1 | 108.3 | 97.2 | 103.4 | 96.7 | 94.1 | 84.6 | x | 102.8
O=C(N/N=C/c1ccccc1O)C(O)(c1ccccc1)c1ccccc1 | 38.2 | 25.7 | 70.3 | 50.7 | 60.5 | 48.1 | 74.0 | 74.0
O=C1CSCCN1 | 92.5 | 93.8 | 98.9 | 95.0 | 110.9 | 100.3 | 96.5 | 94.1
COCOc1ccc(/C=C2\Oc3cc(O)ccc3C2=O)cc1 | 104.0 | 100.0 | 105.6 | 116.7 | 98.3 | 104.2 | 105.6 | 97.5
C[C@H]1COc2c(N3CCN(C)CC3)c(F)cc3c(=O)c(C(=O)NO)cn1c23 | 104.3 | 93.5 | 103.1 | 99.4 | 99.8 | 98.8 | 101.0 | 102.1
Cc1ccc(NC(=O)c2cccc(C(=O)Nc3ccc(C)cc3C)c2)c(C)c1 | 74.6 | 88.7 | 93.2 | 83.8 | 111.6 | 77.3 | 111.2 | 95.7
CCOP(=O)(OCC)c1nc(-c2ccccc2)oc1NCc1ccc(F)cc1 | 104.5 | 101.0 | 106.3 | 99.5 | 95.1 | 86.6 | 98.1 | 96.3
O=C(CNC(=O)c1ccc(Cl)cc1)NO | 100.7&100.4 | 93.0&95.2 | 108.6&108.0 | 100.7&108.3 | 95.9&107.4 | 110.5&95.5 | 118.9&93.9 | 106.4&127.0
O=C(NCc1ccccc1)c1cccc(N=Cc2ccccc2O)c1 | 97.8 | 101.7 | 106.8 | 95.2 | 105.7 | 96.3 | 108.6 | 97.6
CSc1nc2c(c(=O)[nH]1)C(c1ccc(F)cc1)C=C(C(=O)O)N2 (stereo unspecified) | 100.6 | x | 107.5 | 97.2 | 122.7 | 95.2 | 96.3 | 106.2
CCCCN1C(=O)C(CC(=O)Nc2ccc(F)c(F)c2)n2c1nc1ccccc12 (stereo unspecified) | 104.3 | 110.4 | 102.3 | 87.4 | 106.5 | 96.1 | 93.3 | 104.3
COC(=O)Nc1nc2ccc(Sc3ccccc3)cc2[nH]1 | -3.9* | 19.3 | 49.5 | 21.4 | 45.6 | 60.8 | 30.3 | 41.9
CC(C)C[C@H](C(=O)N[C@H](C(N)=O)C(C)C)N1CC=CCN(OCc2ccccc2)S1(=O)=O | 105.4[2.5 µM] | 95.7[2.5 µM] | 98.5[2.5 µM] | x | 93.4[2.5 µM] | 95.7[2.5 µM] | 107.0[2.5 µM] | 113.1[2.5 µM]
NS(=O)(=O)c1ccc(C(=O)N2N=C(c3ccc(F)cc3)CC2c2ccc(F)cc2)cc1 (stereo unspecified) | 104.2 | 102.0 | 109.5 | 90.7 | 94.0 | 89.6 | 94.5 | 92.3
C1=Cc2ccccc2N(c2nnc(-c3ccc4ccccc4c3)o2)c2ccccc21 | 88.9 | 81.3 | x | 75.6 | 92.7 | 81.7 | 96.1 | 118.8
COc1ccc(NC(=O)c2ccc3c(c2)NC(=O)[C@H]2CCCN32)cc1 | 69.6 | 79.1 | 93.2 | 71.7 | 103.3 | 101.9 | 86.2 | 79.2
NC(CCCC(N)C(=O)c1ccccc1)C(=O)O (stereo unspecified) | 112.9 | 99.8 | 103.9 | 91.2 | 108.8 | 89.9 | 107.6 | 95.9
O=C1CCC(C(=O)N/N=C/c2ccc(CO)o2)N1 (stereo unspecified) | 94.1 | 96.4 | 109.4 | 89.6 | 110.5 | 105.0 | 102.1 | 104.2
O=C(O)c1ccc(-c2nn(-c3ccc(C(=O)O)cc3)cc2/C=N/Nc2ccc(F)cc2)cc1 | 100.1 | 73.8 | 91.6 | 90.5 | 88.2 | 90.0 | 98.0 | 106.8
Further results follow.
SMILES | MDA-MB-468 | LOX IMVI | BT-549 | MCF7 | MDA-MB-231 | T-47D | HS 578T | MALME-3M
CCCCCN1C(=O)/C(=c2\sc3n(c2=O)C2C(NN=3)N(CC)C(=O)N2CC)c2ccccc21 (stereo unspecified) | 5.1* | -43.5* | 19.5 | 12.0 | -30.8* | 23.3 | -17.6* | -32.4*
CC(C)COC(=O)NC1c2ccccc2Oc2ccccc21 | x | 84.0 | 71.0 | 90.1 | 91.0 | 77.0 | 102.5 | 100.7
CC(=O)OCC1OC(n2cc(C)c(=O)[nH]c2=O)CC1OC(C)=O (stereo unspecified) | x | 85.5 | 81.8 | 91.7 | 108.6 | 81.1 | 111.5 | 92.8
Cc1cc(C(C)(C)C)ccc1S | 104.0 | 102.6 | 104.6 | 86.4 | 115.2 | 91.6 | 101.5 | 113.2
O=C1c2cccc3c(-c4ccc(-c5nc6c7ccccc7c7ccccc7c6[nH]5)cc4)ccc(c23)C(=O)N1CCN1CCOCC1 | 118.0 | 99.7 | 97.6 | 89.8 | 103.2 | 91.3 | 101.5 | 91.1
NS(=O)(=O)c1ccc(CCN2C(=O)C=CC2=O)cc1 | 103.0 | 97.0 | 110.8 | 94.4 | 104.4 | 99.5 | 107.8 | 101.7
Cc1cc(C)c2c(c1)N(C)c1ncnc(-n3c(C)nc4cc(C)ccc43)c1CC2C (stereo unspecified) | 3.9* | 43.1 | 59.2 | 18.7 | 61.2 | 48.9 | 40.9 | 45.4
CC1(C)[C@@H](OC(=O)CCC(=O)O)CC[C@]2(C)[C@H]3C(=O)C=C4[C@@H]5C[C@@](C)(C(=O)O)CC[C@]5(C)CC[C@@]4(C)[C@]3(C)CC[C@@H]12 | -0.8* | -50.8*! | -32.4*! | 6.2*! | -5.4*! | 2.6*! | -12.9*! | -65.4*!
COc1ccc(C(=S)N2CCN(c3cccc(C)c3)CC2)cc1 | 108.6 | 107.8 | 102.5 | 96.1 | 100.0 | 95.9 | 112.1 | 172.8
CC(C)(C)c1cc(C(=O)Nc2ccc(C(=O)NCCN)cc2)cc(C(C)(C)C)c1 | -39.5* | -65.5* | 87.6 | 3.3* | -43.7* | 27.3 | 81.7 | 15.1
C=C(C)[C@@H]1CC[C@]2(COCCCNCCC#N)CC[C@]3(C)[C@H](CC[C@@H]4[C@@]5(C)CC[C@H](OCCC#N)C(C)(C)[C@@H]5CC[C@]43C)[C@@H]12 | 107.0 | 77.6 | 119.0 | 85.6 | 94.4 | 78.5 | 114.0 | 118.0
O=c1[nH]cnc2c1C(c1ccc(O)cc1)c1sc3c(F)cccc3c1O2 (stereo unspecified) | 93.3 | 87.6 | 103.6 | 56.4 | 81.7 | 81.2 | 96.6 | 100.9
CCC(N)(C(=O)O)c1ccccc1 (stereo unspecified) | 100.4 | 91.2 | 106.4 | 96.0 | 106.5 | 87.9 | 99.0 | 95.4
Nc1ccccc1-c1nc2ccncc2[nH]1 | 84.7 | 94.7 | 85.5 | 90.3 | 99.5 | 97.2 | 103.5 | 109.2
Nc1nc2c(s1)CCc1ccn(S(=O)(=O)c3ccccc3)c1-2 | 105.6 | 75.5 | 87.1 | 83.2 | 100.8 | 87.4 | 100.6 | 99.2
COc1cccc(C2C3=C(COC3=O)N(CCO)c3cc4c(cc32)OCCO4)c1 (stereo unspecified) | -52.9* | 22.1 | 14.5 | 13.1 | 8.3* | 65.3 | -5.2* | 69.6
COc1cc2nc(CSc3nc4ccccc4c(=O)[nH]3)[nH]c(=O)c2cc1OC | 99.2 | 102.4 | x | 89.4 | 98.7 | 99.4 | 91.4 | x
C/C(=N\NC(=O)c1ccncc1)c1ccc(O)cc1O | 58.3 | 16.9 | 60.5 | 45.3 | 49.1 | 65.9 | 93.7 | 54.0
COc1cc(-c2ccc3cc(OC)c(OC)c(OC)c3c2)cc(OC)c1OC | 31.6 | 62.8 | 72.2 | 49.4 | 65.4 | 50.7 | 69.1 | 68.1
COc1cc(-c2cc(C(=O)N3CCN(C(=O)c4ccccc4NCc4ccco4)CC3)nc3cc(-c4ccccc4)nn23)cc(OC)c1OC | 0.2* | 30.0 | 35.6 | 16.3 | 42.9 | 50.9 | 36.5 | x
Cc1ccc2[nH]c3nc4cccnc4c(C)c3c2c1 | -35.0* | 89.7 | 68.6 | 1.4* | 37.1 | 14.2 | 93.2 | 127.0
O=C(O)CC1C=CCCC1 (stereo unspecified) | 101.2 | 105.3 | 99.9 | 103.9 | 105.7 | 105.0 | 113.7 | 105.5
Cc1ccc2oc(=O)cc(C3c4ccc([nH]4)C(c4cc(=O)oc5ccc(C)cc45)c4ccc([nH]4)C(c4cc(=O)oc5ccc(C)cc45)c4ccc([nH]4)C(c4cc(=O)oc5ccc(C)cc45)c4ccc3[nH]4)c2c1 (stereo unspecified) | -28.6* | -70.6* | -49.8* | -20.9* | -53.8* | -28.5* | -37.0* | -35.1*
O=C(N=Nc1c(O)[nH]c2ccccc12)c1cc(-c2ccccc2)on1 | 109.3 | 95.9 | 108.8 | 87.9 | 93.1 | 97.6 | 96.7 | 100.0
COc1cccc(C2=NN(c3ccc(-c4ccccc4)nn3)C(c3cccc(F)c3)C2)c1 (stereo unspecified) | 92.3 | x | 93.3 | 79.8 | 86.5 | 77.4 | 88.5 | 88.4
The list continues:
SMILES | MDA-MB-468 | LOX IMVI | BT-549 | MCF7 | MDA-MB-231 | T-47D | HS 578T | MALME-3M
O=C(/C=C/c1cccc(Cl)c1)c1ccc(O)c(CN2CCN(c3cc4c(cc3F)c(=O)c(C(=O)O)cn4C3CC3)CC2)c1 | 28.8 | 11.7 | 34.0 | 28.3 | 70.5 | 44.9 | 41.3 | 44.1
C#C[C@]1(O)CC[C@H]2[C@@H]3CC=C4c5sc(-c6ccc(O)cc6)nc5CC[C@]4(C)[C@H]3CC[C@@]21C | 104.3 | 93.5 | 112.3 | 103.2 | 103.4 | 92.1 | 108.4 | x
O=C(CN1CCN(CCN2C(=O)c3cccc4cccc(c34)C2=O)CC1)Nc1ccc2ncsc2c1 | 59.0 | 33.7 | 90.2 | 29.7 | 67.4 | 61.3 | 73.5 | 53.0
Cc1ccc(/C=C(/C2=NCCN2)n2ccc3ccccc32)cc1 | 90.7 | 85.1 | 95.3 | 83.0 | 86.4 | 78.0 | 91.9 | 92.0
COc1ccc(C#Cc2cccc(C#CCCCCN3CCCCC3=O)c2)cc1 | x | 84.0 | x | 97.6 | 95.8 | 64.1 | 183.9 | 75.9
COc1cnc(SC)nc1Nc1ccc(C#N)cc1 | 98.0 | 115.0 | 137.9 | 104.0 | 103.6 | 91.7 | 100.5 | 223.4
Cn1cc(-c2nc(N)nnc2-c2ccccn2)c2ccccc21 | 89.6 | 92.0 | 80.6 | 83.4 | 88.9 | 91.1 | 77.6 | 103.7
Clc1ccc(-c2cc(-c3ccc(Cl)cc3)[o+]c(-c3ccc(Cl)cc3)c2)cc1 | 102.1 | 94.4 | 104.2 | 97.4 | 96.2 | 96.4 | 103.0 | 114.3
